# AT treatment: potential ataxia-telangiectasia treatment; Potency, µM (doses to about 57.5 µM), without a hit: top-dose activation, actives largely listed as activators; 0.19% of 320,000 active; AID 485349; […] A-T fibroblasts, KAP-1 phosphorylation AlphaLISA; neocarzinostatin DNA damage 30 min before lysis; further: potency means the concentration at half of the fitted maximal effect; % of control where 0% means no effect; nearly all actives have a fitted effect of over 45% in size
#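 ATM-like activity read as KAP-1 phosphorylation via AlphaLISA donor/acceptor antibody pairs after lysis and 6 hr at 25C. Cells were ATM-null patient fibroblasts ([…], hTERT), dosed 60 min, then exposed to the DSB inducer NCS for 30 min.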
# Mito fusion yeast: mitochondrial division inhibition or fusion activation | S. cerevisiae fusion-defective mutant growth rescue, CellTiterGlo 48 h | Potency, µM (doses to about 46.1 µM), for inactives: top-dose growth rescue (activation), actives largely listed as activators | 0.23% of 320,000 active | AID 485298;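 further: potency means the concentration at half of the fitted maximal effect; % of control where 0% means no effect; nearly all actives have a fitted effect of over 45% in size; temperature-sensitive fusion mutants such as fzo1-1 at 37 °C on non-fermentable ethanol glycerol medium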
#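 Yeast fusion mutant, YPEG (non-fermentable carbon), compound, 48 h at 37C non-permissive; CellTiterGlo added, 10 min RT, luminescence read. Rescued growth = division inhibition.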
# TSHR antagonist: antagonists of human thyroid stimulating hormone receptor; activity change, negative = inhibition, % at 11.5 µM; 0.2% of 330,000 active; TSHR-expressing cells, TSH-stimulated cAMP HTRF, 2 h; stronger effect = lower value; P16473;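 active means activity change below a set negative limit, meaning inhibition stronger than a set level, cut at about -70% in these data; inconclusive means activity change between two set negative limits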; further: on the % scale 0 is the no-effect control and ±100 the full control effect
#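 Competitive HTRF cAMP read-out (cryptate anti-cAMP antibody, cAMP-d2; 30 min, room temperature) in freshly harvested TSHR cells. Compounds added before TSH at EC80 (4nM final), followed by 2 hours' incubation at 37 deg C.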
# TCR activator: T cell receptor activation; 330,000 tested, under 10 active; primary human leukocytes, anti-CD3, IL-2 HTRF, 48 h; Potency, µM (series often up to 9.22 µM), for the others: at the top dose activation of IL-2 secretion, usual class: activators; further: % of control where 0% means no effect
#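 HTRF read-out of IL-2 secretion: europium cryptate donor excited at 320nm, d2 acceptor emission at 665nm. Cells were primary human leukocytes incubated 48 hr with compounds and a-CD3 beads, supplying TCR signal only.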
# MLL CXXC-DNA inh: inhibitors of human MLL CXXC domain-DNA interaction; AID 2662; MLL-CXXC / FITC-HOXA9 DNA fluorescence polarization; 0.037% of 290,000 active; Potency, µM (series often up to 115 µM), inactives show at the top dose activity change, negative = inhibition, actives largely listed as inhibitors; Q03164; active means well fitted inhibition curve with a large enough effect in the polarisation, with a control signal flat, not every such curve was filed as active; inconclusive means small, poorly fitted or top-dose-only effect, or effect the other way, or a change in a side signal; inactive means no such curve, though single readings can be large or run the other way; the % refers to the polarisation; further: potency means the concentration at half of the fitted maximal effect
#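 Purified MLL-CXXC (added from a 7 uM solution) was preincubated 5 min at ambient with pinned compounds in 50 mM Tris-HCl pH 7.5, 50 mM NaCl, 1 mM DTT, 0.05% BSA. Fluorescein-labeled HOX-A9 DNA (50 nM solution) followed, 30 min, then polarization read.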
# a7 integrin act: activates integrin-mediated alleviation for muscular dystrophy; alpha7betagal myoblasts, beta-gal FDG fluorescence, 48 h; AID 624291; 0.064% of 350,000 active; Potency, µM (doses to about 38.3 µM), for inactives: at the highest dose activation, actives largely listed as activators;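 further: potency means the concentration at half of the fitted maximal effect; 100% = response of the positive control SU9516; nearly all actives have a fitted effect of over 60% in size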
#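 Alpha7betagal+/- myoblasts (passage 13) were plated 16-24 hr, then exposed to compounds (1:260 dilution of DMSO stock) for 48 hours at 37C. After MPER lysis, β-galactosidase reporter activity was read as FDG fluorescence (ex 480/em 540) after 30 minutes.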
# ASM inhibitor: human S-ASM enzyme inhibition. P17405. placental ASM, HMU-PC fluorogenic substrate, 60 min. Potency, µM (titrated, usually from 57.5 µM), without a hit: top-dose activity change, negative = inhibition, most hits filed as inhibitors. 0.006% of 340,000 active; further: potency means the concentration at half of the fitted maximal effect
#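 qHTS format. ASM enzyme prepared from human placenta hydrolyses the fluorogenic substrate HMU-PC0 (9 uM final) over 60 min at 37 °C after a 10 min compound preincubation.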
# TSG101-PTAP inh: blocks PTAP/TSG101 interaction to inhibit HIV-1 budding; Fluorescence polarization, FITC-PTAP peptide / Tsg101 binding; 340,000 tested, under 10 active; Potency, µM (top dose mostly 115 µM), without a hit: at the top dose activity change, negative = inhibition, hits mostly inhibitors; Q99816; active means well fitted inhibition curve with a large enough effect in the main read-out, with a control signal flat, not every such curve was filed as active; inconclusive means small, poorly fitted or top-dose-only effect, or effect the other way, or a change in a side signal; inactive means no such curve, though single readings can be large or run the other way; further: potency means the concentration at half of the fitted maximal effect; % of control where 0% means no effect
# Target sequence (Q99816 whole entry, looked up): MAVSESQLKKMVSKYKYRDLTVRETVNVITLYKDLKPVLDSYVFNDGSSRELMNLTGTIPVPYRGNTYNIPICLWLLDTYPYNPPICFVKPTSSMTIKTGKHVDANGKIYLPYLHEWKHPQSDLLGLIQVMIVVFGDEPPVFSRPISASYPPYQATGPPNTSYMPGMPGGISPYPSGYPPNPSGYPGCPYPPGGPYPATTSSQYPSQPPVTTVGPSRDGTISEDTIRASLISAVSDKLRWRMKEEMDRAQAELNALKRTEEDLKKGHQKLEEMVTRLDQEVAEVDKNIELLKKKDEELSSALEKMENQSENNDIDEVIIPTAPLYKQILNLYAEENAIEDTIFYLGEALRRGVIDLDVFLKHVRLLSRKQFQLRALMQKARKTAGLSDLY
#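 Compounds were pin-transferred onto Tsg101 binding domain (10 uM final) in HEPES pH 7.5 buffer, then FITC-PTAP peptide was added at 50 nM final. After 20 min at RT, polarization reported peptide displacement across a qHTS concentration series.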
# MBNL1 CUG block: blocks human MBNL1 binding to CUG repeat RNA; Q9NR56; TR-FRET MBNL1-His/biotin-(CUG)12 binding, 665/545 ratio; Potency, µM (titrated, usually from 57.5 µM), inactives show at the highest dose activity change, negative = inhibition, usual class: inhibitors; 0.036% of 280,000 active; AID 2675; active means well fitted inhibition curve with a large enough effect in the signal ratio, with a control signal flat, not every such curve was filed as active; inconclusive means small, poorly fitted or top-dose-only effect, or effect the other way, or a change in a side signal; inactive means no such curve, though single readings can be large or run the other way; the % refers to the signal ratio; further: potency means the concentration at half of the fitted maximal effect; on the % scale 0 is the no-effect control and ±100 the full control effect
# Target sequence (Q9NR56 whole entry, looked up): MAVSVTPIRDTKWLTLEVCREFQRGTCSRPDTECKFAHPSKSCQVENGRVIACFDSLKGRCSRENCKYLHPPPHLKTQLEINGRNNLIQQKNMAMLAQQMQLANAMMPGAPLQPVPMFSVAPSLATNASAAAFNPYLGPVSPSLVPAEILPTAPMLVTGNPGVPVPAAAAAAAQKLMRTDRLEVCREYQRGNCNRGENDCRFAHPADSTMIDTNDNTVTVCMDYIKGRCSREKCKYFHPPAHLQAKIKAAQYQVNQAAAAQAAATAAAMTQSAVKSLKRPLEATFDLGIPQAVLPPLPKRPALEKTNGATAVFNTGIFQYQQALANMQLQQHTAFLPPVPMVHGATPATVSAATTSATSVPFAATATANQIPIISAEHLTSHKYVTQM
#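 Compounds (final 92 nM to 58 uM) are added to His-tagged MBNL1 and biotin-(CUG)12, then terbium anti-His antibody and streptavidin-XL665 (5 nM final). After 60 min at room temperature, the 665/545 nm ratio is read.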
# Menin MLL FP TR: menin-MLL binding inhibition, Texas Red mutant peptide | O00255 | Menin + Texas Red MLL mutant peptide, fluorescence polarization | Potency, µM (highest dose often 61.6 µM), inactives show at the highest dose FP activity change, negative = inhibition, most hits filed as inhibitors | 0.23% of 270,000 active | AID 1768; active means well fitted inhibition curve with a large enough effect in the polarisation, with a control signal flat, not every such curve was filed as active; inconclusive means small, poorly fitted or top-dose-only effect, or effect the other way, or a change in a side signal; inactive means no such curve, though single readings can be large or run the other way; the % refers to the polarisation; further: potency means the concentration at half of the fitted maximal effect; % of control where 0% means no effect; many of its hits are not listed in these tables
# * marks the source's active call; other numbers are inactive results; i = inactive; u = inconclusive; x = no result given; [ ] = dose if it differs, or a comment. Unless noted, the call rests on the fitted dose curve; in most records, active means well fitted curve in the direction sought with a large enough effect; inconclusive means small, poorly fitted or top-dose-only effect, or another doubt; inactive means no such curve, though single readings can be large; an effect the other way counts as inactive or inconclusive.
SMILES,AT treatment,Mito fusion yeast,TSHR antagonist,TCR activator,MLL CXXC-DNA inh,a7 integrin act,ASM inhibitor,TSG101-PTAP inh,MBNL1 CUG block,Menin MLL FP TR
COc1ccc(/C=C2\C(=O)ON=C2c2ccccc2)cc1OC,2.1%,-4.3%,-10.8,x,u,u,5.3%,1.7%,2.5%,33.4%[activator]
NS(=O)(=O)c1cccc(NC(=O)COC(=O)Cn2cnc3ccccc32)c1,22.7%,-2.5%,-1.6,-1.0%,-14.9%,-20.1%,0.2%,-0.3%,-1.7%,x
CCOc1ccccc1N(CC(=O)Nc1ccc(S(=O)(=O)N2CCOCC2)cc1)S(=O)(=O)c1ccccc1,13.7%,-2.1%,43.0,4.3%,2.8%,4.5%,0.0%,-1.4%,-16.1%,-19.2%
CC1(C)CC2(CC(c3ccccc3)Oc3cc(O)ccc32)NC(=O)N1 (centres undefined),-1.6%,-0.7%,-3.9,x,14.5%,x,x,x,-5.0%,5.0%
N=C1C(c2nc3ccccc3s2)=C(O)CN1NC(=O)c1ccccc1[N+](=O)[O-],-1.7%,-2.2%,5.2,4.4%,11.4%,0.0%,0.2%,-2.5%,-4.8%,u
CC(NC(=O)c1sc2ccccc2c1Cl)C1CCCO1 (centres undefined),1.1%,0.9%,-7.3,-1.8%[46.1 µM],3.9%,-1.1%,2.3%,-3.7%,x,0.4%
CCOc1ccc(-c2noc(-c3cccnc3)n2)cc1OC,6.8%,-2.5%,-6.1,1.6%,-5.6%,-19.0%,-0.6%,-0.4%,-3.6%,-25.3%
COc1ccc(C(=O)NNC(=O)C(Cc2ccc(O)cc2)NC(=O)c2ccccc2NC(=O)c2ccc(OC)cc2)cc1 (centres undefined),4.2%,-0.6%,-3.7,2.5%,12.1%,-14.0%,-1.1%,-6.4%,u,u
O=c1c2cc(F)ccc2sn1-c1ccc(F)cc1,-2.0%,-6.5%,u,-2.0%,x,-40.6%,-1.8%,-1.3%,x,x
COc1ccc(C(=O)NC(CC(=O)O)c2cc([N+](=O)[O-])ccc2Cl)c(SC)c1 (centres undefined),9.3%,-0.1%,36.3,4.1%,3.9%,-11.6%,3.5%,-3.0%,u,2.7%
Cc1ccccc1N(C(=O)c1snc(C(N)=O)c1N)C(C(=O)NCC1CCCO1)c1ccc(F)cc1 (centres undefined),0.5%,-20.4%,14.7,7.0%,-5.3%,u,i,0.9%,8.1%,-15.0%
CCOc1ccccc1N1CCN(C(=O)c2ccccc2)CC1,10.6%,9.1%,11.8,-2.8%,-4.1%,-15.2%,-0.2%,-8.7%,-4.2%,-28.5%
Cc1ccc(C)c(-c2nnc(NC(=O)COc3ccccc3)o2)c1,-1.1%,u,-18.9,-2.6%,x,4.6%,-2.0%,-0.4%,x,x
CNC(=O)NC(=O)CSc1nnc(C(F)(F)F)n1C,-1.6%,0.3%,1.3,6.2%,15.1%,0.3%,-0.1%,-3.9%,-7.0%,x
CCN(CC)c1ccc(NC(=O)CCc2nnc3ccc(N4CCCCC4)nn23)c(C)c1,-1.3%,-1.2%,-3.6,-1.0%,x,-3.9%,-0.7%,0.3%,9.1%,-17.1%
Cc1cccc(/N=C/C2=C(O)CC(C)(C)CC2=O)n1,-15.4%,1.1%,-1.5,4.5%,-2.5%,0.9%,1.3%,0.6%,1.0%,x
CN(c1ccccc1)S(=O)(=O)c1cccc(C(=O)OCC(=O)Nc2ccc3[nH]c(=O)[nH]c3c2)c1,-1.0%,2.3%,5.0,3.1%,x,-0.9%,-0.4%,0.4%,x,x
COc1ccccc1NC(=O)COC(=O)C1CC1,6.9%,-5.6%,6.2,1.4%,-7.0%,-10.9%,-0.3%,0.0%,-15.1%,3.2%
CCOc1ccc(-n2c(SCC(=O)Nc3ccc(CC)cc3)nc3n[nH]c(C)c3c2=N)cc1,1.6%,18.9%,-1.7,4.2%,-2.9%,-48.1%[inhibitor],-0.4%,-0.5%,7.5%,23.0%
Cn1nnnc1Sc1ccc(C(=O)O)cc1[N+](=O)[O-],-13.5%,-0.4%,-1.3,-0.8%,3.1%,3.5%,2.1%,-5.9%,u,x
COc1ccc(N(CC(=O)NCCSCc2ccco2)S(=O)(=O)c2ccc(C)cc2)cc1,-2.3%,2.4%,-2.7,-8.0%,-8.7%,9.0%,-1.9%,-1.4%,-3.7%,-11.2%
Cc1nc2ccc(C(=O)O)cc2[nH]1,x,-2.1%,8.7,-2.6%,0.5%,23.9%,-1.9%,-0.6%,-1.5%,8.0%
CCN1CCCC1CNC(=O)c1c(O)c2c([nH]c1=O)CCCC2 (centres undefined),-7.9%,1.0%,-0.3,0.3%,0.4%,-7.9%,-0.3%,0.4%,-7.3%,-12.9%
Cn1ncc(Cl)c1C(=O)NCc1ccc2c(c1)OCO2,5.6%,-2.4%,-1.9,12.1%,16.9%,-21.4%,-1.8%,-0.4%,0.7%,x
CCOc1ccc(-n2nnc3c(=O)n(C/C=C/c4ccccc4)cnc32)cc1,16.3%,3.4%,14.2,-1.9%,0.1%,8.6%,-4.2%,-6.3%,-27.4%,4.1%

# In the list so far, these contain two or more sulfur atoms:
SMILES,AT treatment,Mito fusion yeast,TSHR antagonist,TCR activator,MLL CXXC-DNA inh,a7 integrin act,ASM inhibitor,TSG101-PTAP inh,MBNL1 CUG block,Menin MLL FP TR
CCOc1ccccc1N(CC(=O)Nc1ccc(S(=O)(=O)N2CCOCC2)cc1)S(=O)(=O)c1ccccc1,13.7%,-2.1%,43.0,4.3%,2.8%,4.5%,0.0%,-1.4%,-16.1%,-19.2%
COc1ccc(N(CC(=O)NCCSCc2ccco2)S(=O)(=O)c2ccc(C)cc2)cc1,-2.3%,2.4%,-2.7,-8.0%,-8.7%,9.0%,-1.9%,-1.4%,-3.7%,-11.2%

# The list continues:
SMILES,AT treatment,Mito fusion yeast,TSHR antagonist,TCR activator,MLL CXXC-DNA inh,a7 integrin act,ASM inhibitor,TSG101-PTAP inh,MBNL1 CUG block,Menin MLL FP TR
O=C(NNC(=S)NCc1ccccc1)c1ccccc1OC(F)F,6.3%,-17.3%,12.6,-0.6%[46.1 µM],2.4%,20.7%,1.0%,-3.5%,-16.9%,11.3%
Cc1ccc2nc(N3CCN(c4cccc(C)c4C)CC3)c3nnnn3c2c1,-8.5%,-2.9%,3.3,-1.9%,15.5%,-13.5%,3.3%,0.8%,0.0%,-16.1%
Cc1ccc(NCc2ccc(Cl)nc2)c(NCc2ccc(Cl)nc2)c1,11.7%,u,-6.9,-5.9%,25.4%,-11.3%,-2.4%,-0.3%,1.8%,-16.6%
Cc1cccc(C)c1OCC(=O)Nc1oc(-c2ccccc2)c(-c2ccccc2)c1C#N,x,x,x,0.5%,x,13.3%,10.6%,-2.5%,x,x
C[C@H](NC(N)=O)C(=O)OCC(=O)Nc1ccc(OC(F)F)cc1,4.1%,23.8%,5.9,-1.2%,-0.3%,-26.6%,1.5%,1.7%,0.4%,4.6%
COc1cc(NC(=O)c2ccc(Cl)cc2)c(OC)cc1Cl,x,6.1%,8.0,0.7%,-2.9%,12.7%,-11.7%,-3.3%,2.6%,-0.6%
O=C(O)CCn1c(=O)sc2ccccc21,5.1%,-0.1%,19.8,-5.0%,-14.7%,14.6%,4.4%,0.7%,-8.9%,-12.3%
Cc1cc(C(=O)CSc2nnc3c(Cl)cc(Cl)cn23)c(C)n1C,-11.7%,4.4%,22.0,-7.3%,-0.7%,-7.3%,-2.7%,-3.2%,10.6%,-15.1%
COc1ccc(/C=N/NC(=O)CN(c2ccc(OC)cc2)S(=O)(=O)c2ccccc2)cc1,-1.7%,-4.4%,-8.9,-5.6%,-3.0%,-6.7%,-9.5%,-7.8%,-0.2%,-4.5%
CC(C)N(C(=O)Cn1cc(S(=O)(=O)CC(=O)NCc2ccccc2)c2ccccc21)C(C)C,-1.6%,-1.7%,9.6,1.2%,-1.2%,12.4%,2.8%,-1.3%,-8.7%,x
O=C(NCc1ccccc1Cl)c1ccc(NC2=NC3CS(=O)(=O)CC3S2)cc1 (centres undefined),0.2%,0.3%,20.2,-0.4%,x,14.3%,3.2%,-2.7%,1.0%,-15.5%
Cc1ccccc1OCC(=O)OCC(=O)Nc1ccc(Cl)cn1,-1.7%,0.1%,44.3,-1.1%,x,u,-0.9%,-2.5%,x,x

# This is a subset, so the mix of outcomes need not match the whole.
